GLS inh = glutaminase GLS (human) inhibition; O94925; hit rate 0.21% among 410,000; Potency, µM (doses to about 45.5 µM), for inactives: top-dose activity change, negative = inhibition, usual class: inhibitors; GLS enzymatic activity, qHTS titration; also: potency is read from the fitted curve at half-maximal effect; % is scaled to controls: 0 for no effect and ±100 for the full control effect
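Assay buffer: 45 mM KH2PO4 pH 8.2, 0.02% Tween-20. hKGA acts on L-glutamine (1 mM solution added); product glutamate is reported by an oxidase/peroxidase Amplex Red coupling, with fluorescence taken at baseline and 30 min.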
IDH1 R132H inh = human IDH1 R132H inhibition | O75874 | IDH1-R132H enzyme, NADPH consumption, diaphorase/resazurin fluorescence | Potency, µM (highest dose often 76.6 µM), without a hit: at the highest dose activity change, negative = inhibition, usual class: inhibitors | hit rate 0.093% among 390,000 | AID 602179; also: potency is read from the fitted curve at half-maximal effect; % is scaled to controls: 0 for no effect and ±100 for the full control effect; nearly all actives have a fitted effect of over 65% in size
Target sequence (O75874 whole entry R132H, stated change not applied): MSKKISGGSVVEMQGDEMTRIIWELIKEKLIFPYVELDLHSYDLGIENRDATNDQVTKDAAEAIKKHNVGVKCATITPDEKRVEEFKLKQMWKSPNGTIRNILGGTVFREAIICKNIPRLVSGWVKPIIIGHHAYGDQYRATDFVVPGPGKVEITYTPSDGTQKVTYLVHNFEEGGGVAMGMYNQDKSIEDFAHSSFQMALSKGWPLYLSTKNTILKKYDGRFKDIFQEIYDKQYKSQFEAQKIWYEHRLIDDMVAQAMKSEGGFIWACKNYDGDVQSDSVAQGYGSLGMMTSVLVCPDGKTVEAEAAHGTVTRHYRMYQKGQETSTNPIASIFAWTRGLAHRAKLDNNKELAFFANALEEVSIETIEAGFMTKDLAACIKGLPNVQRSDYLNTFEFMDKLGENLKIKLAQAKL
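IDH1-R132H (0.5 ug/mL dispensed) in pH 7.5 Tris buffer was preincubated 30 min with compound, then given a substrate mix of 0.016 mM NADPH and 2 mM alpha-KG for 80 min at room temperature; remaining NADPH was read by diaphorase/resazurin fluorescence.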
Tb PGK inh = inhibitors of T. brucei phosphoglycerate kinase; P07378; PGK/GAPDH coupled, Kinase-Glo luminescence, 60 min; Potency, µM (doses to about 57.5 µM), without a hit: at the highest dose activity change, negative = inhibition, usual class: inhibitors; hit rate 0.043% among 380,000; AID 602233; also: potency is read from the fitted curve at half-maximal effect; % is scaled to controls: 0 for no effect and ±100 for the full control effect; nearly all actives have a fitted effect of over 60% in size
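Luminescent ATP detection (Kinase-Glo Plus) follows a 60-minute room-temperature incubation, with wells lacking PGK as controls. Buffer: 100 mM TEA (pH 7.6), 5 mM MgCl2, 0.01% Tween-20. Coupling enzyme GAPDH (100 nM final) supplies unstable 1,3-BPG in-well.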
rTrxR1 inhibitor = inhibitors of rat thioredoxin reductase 1; hit rate 1% among 390,000; O89049; recombinant rTrxR1, NADPH fluorescence consumption, selenite substrate; Potency, µM (titrated, usually from 114 µM), inactives show at the top dose activity change, negative = inhibition, usual class: inhibitors; also: potency is read from the fitted curve at half-maximal effect; % is scaled to controls: 0 for no effect and ±100 for the full control effect; nearly all actives have a fitted effect of over 65% in size
Target sequence (O89049 whole entry, looked up): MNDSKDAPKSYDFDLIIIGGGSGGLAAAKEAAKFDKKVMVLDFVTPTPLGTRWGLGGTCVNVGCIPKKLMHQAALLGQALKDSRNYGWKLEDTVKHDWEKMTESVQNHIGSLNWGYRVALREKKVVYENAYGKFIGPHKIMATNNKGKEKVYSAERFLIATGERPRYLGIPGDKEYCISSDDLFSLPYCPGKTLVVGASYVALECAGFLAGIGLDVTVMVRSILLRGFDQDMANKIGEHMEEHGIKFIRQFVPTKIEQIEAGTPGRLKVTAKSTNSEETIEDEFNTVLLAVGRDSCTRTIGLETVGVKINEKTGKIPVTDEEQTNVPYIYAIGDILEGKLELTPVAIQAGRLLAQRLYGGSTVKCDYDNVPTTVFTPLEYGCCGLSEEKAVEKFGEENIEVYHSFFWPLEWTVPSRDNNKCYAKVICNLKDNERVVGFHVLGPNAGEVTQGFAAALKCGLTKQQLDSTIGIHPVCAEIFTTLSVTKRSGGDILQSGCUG
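Rat TrxR1 (90 nM in the dispensed reagent) was pre-reduced with 400 uM NADPH for 5 min at room temperature, then incubated with compound for 15 min. After 400 uM selenite was added, NADPH fluorescence (Ex 340/Em 450 nm) was followed for 8 min.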
TrxR1 substrate = rat thioredoxin reductase 1 substrate activity; O89049; Potency, µM (top dose mostly 114 µM), for inactives: at the highest dose activity change, negative = substrate turnover; purified TrxR1 substrate turnover, NADPH consumption readout; AID 588456; hit rate 0.01% among 390,000; also: potency is read from the fitted curve at half-maximal effect; % is scaled to controls: 0 for no effect and ±100 for the full control effect; nearly all actives have a fitted effect of over 50% in size
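Rat TrxR1, dispensed at 90 nM, was prereduced with 400 uM NADPH (final) for 5 min at ~22 deg C, then incubated with compound 15 min before 400 uM selenite. A first-read NADPH fluorescence drop versus no-compound background flagged substrates.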
USP1 inh = blocks the human USP1/UAF1 deubiquitinase complex | O94782 | recombinant USP1/UAF1, Ub-Rhodamine cleavage fluorescence | Potency, µM (top dose mostly 57.1 µM), inactives show at the highest dose activity change, negative = inhibition, actives largely listed as inhibitors | AID 743255 | hit rate 0.23% among 390,000; also: potency is read from the fitted curve at half-maximal effect; % is scaled to controls: 0 for no effect and ±100 for the full control effect; nearly all actives have a fitted effect of over 60% in size; inactives centre near -12
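In this screen, compounds sit with the deubiquitinase complex (1nM) for 15 min at room temperature before Ub-Rho is added at 150nM final. Fluorescence rise is then followed for 6 reads every 60 seconds.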
HP1b chromo inh = HP1-beta chromodomain-methylated histone interaction inhibition. hit rate 0.56% among 390,000. Potency, µM (top dose mostly 114 µM), for inactives: at the highest dose activity change, negative = inhibition, most hits filed as inhibitors. P83916. AlphaScreen HP1-beta / biotin-H3K9me3 peptide binding; also: potency is read from the fitted curve at half-maximal effect; nearly all actives have a fitted effect of over 70% in size; inactives centre near 23
Target sequence (P83916 whole entry, looked up): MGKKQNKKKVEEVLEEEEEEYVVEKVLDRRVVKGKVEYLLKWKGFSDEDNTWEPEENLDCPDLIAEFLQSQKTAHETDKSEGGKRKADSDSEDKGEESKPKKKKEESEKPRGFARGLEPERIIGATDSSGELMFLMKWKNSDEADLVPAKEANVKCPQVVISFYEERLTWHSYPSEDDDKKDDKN
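Compound inhibition of the preformed complex between 50 nM HP1-beta and 50 nM biotinylated H3K9me3 peptide was read by AlphaScreen. Buffer was PBS pH 7.4 with 0.01% Tween-20. Incubations ran 30 min at room temperature, with 10 ug/mL donor/acceptor beads.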
Pin1 inhibitor = blocks the human prolyl isomerase Pin1 | Q13526 | Pin1 FP peptide displacement, HiFluor488, 10 min | Potency, µM (doses to about 115 µM), inactives show top-dose activity, negative = inhibition, most hits filed as inhibitors | hit rate 0.009% among 390,000 | AID 504891; active = well fitted inhibition curve with a large enough effect in the polarisation, with a control signal flat, not every such curve was filed as active; inconclusive = small, poorly fitted or top-dose-only effect, or effect the other way, or a change in a side signal; inactive = no such curve, though single readings can be large or run the other way; the % refers to the polarisation; also: potency is read from the fitted curve at half-maximal effect; % is scaled to controls: 0 for no effect and ±100 for the full control effect
PI4K2A block = blocks human PI4K2A kinase activity | Q9BTU6 | AID 1346378 | hit rate 0.13% among 420,000 | activity change, negative = inhibition, % at 76.9 µM | purified PI4K2A, ADP-Glo luminescence, 1 h; stronger effect = lower value; in the data active = activity change below about -50%; inconclusive = mostly about -30% to -49%;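 also: -100% = wells without enzyme as full effect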
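In this quantitative HTS, ADP production by PI4K2A was quantified luminescently after 1 h at ambient temperature; 100 microM adenosine served as plate-quality control.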
* = called active by the depositor; i = inactive; ? = inconclusive; · = no result given; [ ] = dose if it differs, or a comment. Unless noted, calls follow the shape of the dose curve; as a rule, active = well fitted curve in the direction sought with a large enough effect; inconclusive = small, poorly fitted or top-dose-only effect, or another doubt; inactive = no such curve, though single readings can be large; an effect the other way counts as inactive or inconclusive.

Structure,GLS inh,IDH1 R132H inh,Tb PGK inh,rTrxR1 inhibitor,TrxR1 substrate,USP1 inh,HP1b chromo inh,Pin1 inhibitor,PI4K2A block
CC1(O)CCN2C(=O)CCc3cccc1c32 (stereo not drawn),16%,5%,4%,-17%,-16%,-23%,25%,?,1
O=P(Oc1ccccc1)(Oc1ccccc1)N1CCN(c2ccc(F)cc2)CC1,-3%,4%,1%,-14%[57.1 µM],0%[57.1 µM],-25%,33%,1%,-3
COc1ccc(CCNCC2CCCO2)cc1 (stereo not drawn),-4%,-6%,-1%,18%,-1%,-12%,?,2%,4
O=C(COc1cc(Cl)ccc1Cl)Nc1ccc(Cl)cc1C(=O)c1ccccc1,-6%,-4%,-1%,23%,4%,2%,17%,1%,6
CCN1C(=O)CC(=O)N(CC)C1=S,1%,-8%,4%,·,·,-13%,·,·,-3
COC(=O)C1=C(c2ccc(F)cc2OCc2ccccc2)C[C@@H]2CC[C@H]1N2C(=O)NCc1ccc(C(C)(C)C)cc1,-1%,-1%,-10%,6%,-3%,?,25%,-1%,-4
CCOP(=O)(OCC)c1nc(-c2ccc(C)cc2)oc1NCc1ccccc1,?,1%,3%,-4%[57.1 µM],29%[57.1 µM],-14%,8%,9%,2
COCCn1c(-c2ccccc2)cc(C(=O)O)c1C,-12%,7%,-2%,4%,6%,-15%,-18%,?,-15
CCN(CC)P(=O)(c1n(CC)cc[n+]1CC)N(CC)CC,-20%,-4%,-2%,16%[57.1 µM],9%[57.1 µM],-25%,33%,2%,-3
COc1ccc(OC)c(N=Cc2c(O)[nH]c(=O)[nH]c2=O)c1,-10%,2%,-4%,0%,-3%,-15%,32%,?,-4
N=C1/C(=C\c2ccc(OC(=O)c3ccccc3Cl)cc2)C(=O)N=C2SC(N3CCOCC3)=NN12,17%,1%,-11%,-20%,-8%,?,-12%,?,-2
Cc1cccc(C)c1NC1=NCCCCS1,1%,-2%,-4%,20%[57.1 µM],4%[57.1 µM],-2%,17%,-9%,6

Structure,GLS inh,IDH1 R132H inh,Tb PGK inh,rTrxR1 inhibitor,TrxR1 substrate,USP1 inh,HP1b chromo inh,Pin1 inhibitor,PI4K2A block
Oc1cc2c(cc1CN1CCN(c3ccccc3)CC1)OCO2,6%,11%,i,?,2%,-20%,?,-8%,13
CCOc1cc(/C=C2\C(=O)NC(=O)N(C)C2=O)cc([N+](=O)[O-])c1O,-26%,2%,-10%,?,-7%,-19%,31%,-1%,-7
Nc1c2c(nc3sc4c(c13)CCCC4)CCCC2,0%,0%,-7%,15%,-2%,-18%,17%,0%,-1
O=C(CSc1ccccc1)Nc1ccc(C(=O)Nc2cccc(O)c2)cc1,3%,-3%,6%,19%,3%,-19%,61%[activator],-3%,2
O=C(c1sc2ccccc2c1Cl)N1CCC2(CC1)OCCO2,-4%,1%,-9%,-12%,-10%,-4%,36%,-3%,7
COc1c2ccoc2cc2oc(=O)ccc12,-5%,-4%,-6%,3%[57.1 µM],6%[57.1 µM],-4%,31%[activator],5%,4
C=CC[C@H](CC(=O)N(CCO)Cc1ccccc1)C(=O)NC[C@H](OC(=O)[C@@H](CC=C)CC(=O)OC(C)(C)C)c1ccccc1,-3%,-4%,-6%,-1%,-16%,-23%,27%,?,1
C=CC(=O)OCCO,4%,1%,-3%,0%,2%,-20%,23%[57 µM],4%,5
CC(C)OC(=O)Cc1ccccc1,11%,2%,4%,-6%,-1%,-23%,28%,-4%,0
C1=NCCCN2CCCCC12 (stereo not drawn),-8%,13%,-5%,·,·,-9%,·,·,2
COC(=O)C1=C(c2cccc(OC)c2OC)C[C@@H]2CC[C@H]1N2C(=O)NCc1ccco1,-3%,7%,-7%,6%[57.1 µM],11%,?,21%,-7%,2
CCCc1nc2ccccc2c(=O)n1-c1ccc(O)cc1,8%,-10%,3%,8%,-1%,-9%,-3%,-9%,1

Three structures out of the list, sorted by formula weight, highest first:
Structure,GLS inh,IDH1 R132H inh,Tb PGK inh,rTrxR1 inhibitor,TrxR1 substrate,USP1 inh,HP1b chromo inh,Pin1 inhibitor,PI4K2A block
C=CC[C@H](CC(=O)N(CCO)Cc1ccccc1)C(=O)NC[C@H](OC(=O)[C@@H](CC=C)CC(=O)OC(C)(C)C)c1ccccc1,-3%,-4%,-6%,-1%,-16%,-23%,27%,?,1
CCOc1cc(/C=C2\C(=O)NC(=O)N(C)C2=O)cc([N+](=O)[O-])c1O,-26%,2%,-10%,?,-7%,-19%,31%,-1%,-7
Oc1cc2c(cc1CN1CCN(c3ccccc3)CC1)OCO2,6%,11%,i,?,2%,-20%,?,-8%,13

Following part:
Structure,GLS inh,IDH1 R132H inh,Tb PGK inh,rTrxR1 inhibitor,TrxR1 substrate,USP1 inh,HP1b chromo inh,Pin1 inhibitor,PI4K2A block
CC1=C(C(=O)N2CCC3(CC2)OCCO3)C2(CCC(C)CC2)OC1=O (stereo not drawn),-2%,3%,-2%,24%,7%,-21%,32%,-12%,1
CC(=O)OC(C)(C)/C=C/C(=O)[C@](C)(O)C1[C@H](O)C[C@@]2(C)C3CC=C4C(C[C@H](O)C(=O)C4(C)C)[C@]3(C)C(=O)C[C@]12C (stereo partly drawn),1%,1%,i,5%[57.1 µM],-9%[57.1 µM],-24%,45%[activator],-5%,-8
Cc1ccc(Cn2cccc(C(=O)Nc3cc(C)on3)c2=O)cc1,10%,-3%,-2%,7%[57.1 µM],-4%[57.1 µM],-10%,-12%,-2%,5
Cc1ccc(N)cc1N,-2%,-9%,2%,8%,4%,-12%,27%,-7%,2
CCOc1ccc(Cc2c(O)[nH]c(=O)[nH]c2=O)cc1,6%,-14%,7%,1%,-1%,-17%,47%[activator],0%,-24
CN(C)c1ccc(N=Cc2c(O)n(CCC3=CCCCC3)c(=O)[nH]c2=O)cc1,34%[activator],2%,-5%,17%,-2%,0%,9%,?,0
CN1CC(C(=O)c2ccccc2)C(C(=O)c2ccccc2)C1 (stereo not drawn),-2%,9%,i,-10%,-9%[57.1 µM],-17%,1%,-4%,-1
CCCC[n+]1cc(=N)o[n-]1,6%,-1%,-7%,19%[57.1 µM],9%[57.1 µM],-20%,49%[activator],-4%,-14
C#CC[N+]1(C)[C@@H]2CC(OC(=O)C(CO)c3ccccc3)C[C@H]1C(O)C2 (stereo partly drawn),-4%,10%,0%,-16%[57.1 µM],-6%[57.1 µM],8%,24%,-19%,0
COc1cc2c(cc1O)C[C@H]1c3c(cc(O)c(OC)c3-2)CCN1C,1%,-6%,1%,3%,43%[activator],-19%,15%,0%,-2
COc1ccc(CCNC(=O)COC(=O)Cc2ccccc2)cc1,12%,1%,-9%,-10%,-12%,4%,21%,-8%,-1
Cc1ccc(CSc2n[nH]c(N)n2)cc1,34%[activator],2%,i,20%,-1%,-20%,19%,-5%,4

Structure,GLS inh,IDH1 R132H inh,Tb PGK inh,rTrxR1 inhibitor,TrxR1 substrate,USP1 inh,HP1b chromo inh,Pin1 inhibitor,PI4K2A block
OC1C2CN3CN(C2)CC1(c1ccccc1)C3 (stereo not drawn),9%,-9%,-8%,12%[57.1 µM],-1%[57.1 µM],1%,47%[activator],-8%,-2
CC1CN=C(Nc2ccccc2)S1 (stereo not drawn),17%,-1%,7%,15%,10%,3%,25%,-3%,2
COC(=O)C1=Nc2ccccc2/C1=C\c1c(O)n(-c2cc(OC)ccc2OC)c(=O)[nH]c1=O,-14%,-5%,7%,?,17%,-20%,?,38%[activator],-3
CC(C)CCNC(=O)Cn1c(=O)oc2cc(S(=O)(=O)N3CCc4ccccc43)ccc21,1%,-7%,-6%,1%,-4%,?,41%[activator],-1%,-4
Cc1oc(-c2cccc(Cl)c2)nc1CN1CCC(C(=O)NCCCN2CCN(c3cccc(Cl)c3)CC2)CC1,0%,0%,-8%,10%,-6%,?,-8%,-1%,6
O=C(COC(=O)Cc1ccccc1)Nc1cc(S(=O)(=O)N2CCOCC2)ccc1N1CCCC1,16%,3%,-3%,-16%,-9%,-8%,20%,1%,1
CCCCn1c(O)c(C=NCCCn2ccnc2)c(=O)[nH]c1=O,12%,9%,-2%,14%[57.1 µM],14%[57.1 µM],6%,13%,19%,12
C[C@H]1CC[C@@H]2[C@@H](C)[C@H]3C(C[C@H]4C5CC[C@H]6C[C@@H](O)CC[C@]6(C)C5CC[C@]34C)N2C1 (stereo partly drawn),·,·,·,12%,-2%,·,36%,2%,·
COP(=O)(NC(C)=O)SC (stereo not drawn),-2%,-5%,-5%,16%,3%,-5%,24%,-12%,0
COC(=O)C1=C(c2cccc(OCc3ccccc3)c2)C[C@@H]2CC[C@H]1N2C(=O)NCc1ccc(OC)cc1,-3%,-22%,-10%,20%[57.1 µM],1%[57.1 µM],-15%,22%,9%,4
CC(=O)N1CCc2cc(S(=O)(=O)N3CCN(c4ccc(C)cc4)C(C)C3)ccc21 (stereo not drawn),1%,-11%,-7%,9%,4%,-11%,-2%,44%[activator],-15
Cn1c(=O)c2c(nc(N/N=C/c3c(O)n(C4CCCCC4)c(=S)[nH]c3=O)n2C)n(C)c1=O,?,-2%,-1%,-4%[57.1 µM],-1%[57.1 µM],-21%,?,18%,-1
CCCCCCCn1c(=O)c(C(=O)Nc2cnccn2)c(O)c2ccccc21,17%,10%,i,16%[57.1 µM],2%[57.1 µM],-16%,70%[activator],9%,1

Screening results as filed in PubChem.

The list is partial (hit frequency here may not be typical).
